Screening results (PubChem BioAssay)
NCOA3 inh: human NCOA3 inhibition; Q9Y6Q9; HEK293 GAL4-SRC3 luciferase reporter, luminescence; inhibition, % at 3.6 µM; 360,000 compounds, 0.17% hits;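 active = inhibition above a per-campaign cutoff, the mean of all compounds plus 3 SD, cut at about 60% in these data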;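 also: 0% = DMSO-treated cells and 100% = gossypol-treated cells at 36 µM; higher means less SRC3-driven luciferase light from the GAL4 reporter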
NCOA2 inhibitor: human SRC2 (NCOA2) inhibition; Q15596; HEK293 GAL4-SRC2 luciferase reporter, luminescence; inhibition, % at 9 µM; 370,000 compounds, 0.17% hits; AID 651957;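 active = inhibition above the mean inhibition of all tested compounds plus 3 SD, set per campaign, cut at about 52% in these data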;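 also: 0% = DMSO treated cells and 100% = cells given Gossypol at 36 µM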
ABHD5 PLIN5 PPI: ABHD5-PLIN5 protein interaction inhibition; Q00G26+Q8WTS1; Split G. princeps luciferase complementation, luminescence, 4 h; inhibition, % at 4 µM; 360,000 compounds, 0.78% hits; AID 602281;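 active = inhibition above the mean inhibition across every tested compound plus 3 SD, cut at about 22% in these data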;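 also: 0% = DMSO only wells and the 100% control is not disclosed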
MC4R antagonist: blocks human MC4R cAMP signaling; P32245; MC4R-expressing cells, MTII-stimulated cAMP, LANCE TR-FRET; 360,000 compounds, 0.48% hits; inhibition, % at 6.5 µM;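 active = inhibition above its plate's cutoff, the mean of tested wells on that plate plus 3 SD, cut at about 29% in these data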;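 also: 0% = Melanotan II alone and 100% = Melanotan II plus saturating MCL0020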
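Test system: U2OS cells stably expressing human melanocortin 4 receptor (MC4R); also added: Melanotan II challenge; compound: 6.5 µM single dose; timing: 30-min compound preincubation, 1-h Melanotan II challenge, 1-h detection, room temperature; signal: Eu-cAMP/anti-cAMP TR-FRET, emission 671 nm; repeats: one well per compound, no replicates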
TLR9-MyD88 block: TLR9-MyD88 interaction inhibition; inhibition, % at 4.98 µM; AID 504734; 340,000 compounds, 0.21% hits; CHO BLA complementation TLR9-MyD88, CCF4 FRET ratio; Q9NR96+Q99836;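 active = inhibition above the mean over all tested compounds plus 3 SD, cut at about 21% in these data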;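 also: 0% = DMSO only wells and 100% = clavulanate BLA inhibitor control wells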
LMP1 NFkB inh: Epstein-Barr LMP1 NF-kappaB reporter inhibition; inhibition, % at 12.5 µM; 350,000 compounds, 0.69% hits; LMP1-induced NF-kappaB luciferase reporter cells, luminescence; AID 504558; in the data active = inhibition above about 41%;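 also: 0% = neutral control wells and 100% = reference inhibitor control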
NOD2-RIPK2 inh: blocks binding of human NOD2 to RIPK2; O43353; CHO BLA complementation NOD2-RIPK2, CCF4 ratio; inhibition, % at 4.98 µM; 360,000 compounds, 0.38% hits; AID 624267; in the data active = inhibition above about 21%;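 also: 0% = vehicle only and 100% = reference blocker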
Target sequence (O43353 whole entry, looked up): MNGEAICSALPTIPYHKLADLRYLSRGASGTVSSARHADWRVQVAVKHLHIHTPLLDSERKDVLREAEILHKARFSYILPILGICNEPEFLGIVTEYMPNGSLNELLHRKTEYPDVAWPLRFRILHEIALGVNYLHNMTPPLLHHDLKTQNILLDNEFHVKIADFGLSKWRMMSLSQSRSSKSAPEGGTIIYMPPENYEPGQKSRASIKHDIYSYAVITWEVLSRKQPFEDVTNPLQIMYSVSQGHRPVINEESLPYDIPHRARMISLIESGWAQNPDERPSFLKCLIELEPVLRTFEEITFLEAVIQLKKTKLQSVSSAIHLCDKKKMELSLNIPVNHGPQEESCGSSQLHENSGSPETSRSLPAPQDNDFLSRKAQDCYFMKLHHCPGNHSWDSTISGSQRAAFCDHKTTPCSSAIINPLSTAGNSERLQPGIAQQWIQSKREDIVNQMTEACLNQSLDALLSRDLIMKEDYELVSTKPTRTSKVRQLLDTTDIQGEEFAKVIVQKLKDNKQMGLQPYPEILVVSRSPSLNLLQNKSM
MC4R ag barr: human MC4R agonism via beta-arrestin. U2OS MC4R beta-arrestin complementation, luminescence; percent of melanotan II response, DMSO zero. P32245. 360,000 compounds, 0.98% hits. activation, % at 8.9 µM. AID 540308;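 active = activation above a per-plate cutoff, the mean activation of sample wells on that plate plus 3 SD, cut at about 8% in these data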
NR2F2 inh: blocks human COUP-TFII nuclear receptor. P24468. HEK293T NGFI-A luciferase reporter, luminescence. inhibition, % at 8.6 µM. 370,000 compounds, 0.7% hits. AID 686940;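 active = inhibition above a per-plate cutoff, mean inhibition of test wells between control levels plus 3 SD, cut at about 38% in these data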;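 also: cells cotransfected with COUP-TFII expression vector driving the NGFI-A reporter; 0% = median of COUP-TF2 test wells and 100% = reporter-only cells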
Target sequence (P24468 whole entry, looked up): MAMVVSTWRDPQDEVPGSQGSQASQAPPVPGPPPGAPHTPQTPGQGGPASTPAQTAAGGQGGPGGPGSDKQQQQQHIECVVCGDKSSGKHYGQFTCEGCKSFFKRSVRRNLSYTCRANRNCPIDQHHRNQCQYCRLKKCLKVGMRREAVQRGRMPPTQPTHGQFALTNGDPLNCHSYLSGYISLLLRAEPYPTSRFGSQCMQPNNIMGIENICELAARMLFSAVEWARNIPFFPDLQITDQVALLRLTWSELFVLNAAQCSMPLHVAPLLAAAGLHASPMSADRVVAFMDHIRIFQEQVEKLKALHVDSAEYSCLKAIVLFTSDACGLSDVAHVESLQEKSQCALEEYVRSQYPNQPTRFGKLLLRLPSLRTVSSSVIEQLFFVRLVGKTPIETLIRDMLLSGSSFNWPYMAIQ
LRH-1 inv ag: NR5A2 inverse agonism in reporter assay. HEK293T StAR-luciferase reporter, LRH-1 transfected, 24 h. inhibition, % at 3.6 µM. 360,000 compounds, 0.13% hits. AID 602396;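 active = inhibition above the mean inhibition of all tested compounds plus 3 SD, cut at about 73% in these data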;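 also: 0% = DMSO wells and 100% = reporter-only cells lacking LRH-1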
SRC1 inh: inhibitors of human steroid receptor coactivator 1 (SRC1); Q15788; HEK293 GAL4-SRC1 luciferase reporter, luminescence; inhibition, % at 3.6 µM; 360,000 compounds, 0.12% hits; AID 588354;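 active = inhibition above the campaign mean plus 3 SD, with each screening campaign given its own cutoff, cut at about 60% in these data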;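 also: 0% = DMSO treated cells and 100% = gossypol at 36 µM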
* hit, by the source's call; . = not tested or not shown.

SMILES	MC4R ag barr	SRC1 inh	NR2F2 inh	NOD2-RIPK2 inh	MC4R antagonist	ABHD5 PLIN5 PPI	NCOA3 inh	NCOA2 inhibitor	LRH-1 inv ag	LMP1 NFkB inh	TLR9-MyD88 block
CCOC(=O)c1cccc(-n2c(C)cc(C=O)c2C)c1	-1.8	-11.1	-1.8	-6.3	8.6	-4.0	10.4	-22.4	21.6	25.1	-10.8
CC1CCCCN1C(=O)C(=O)c1cn(CC(=O)N2CCCCCC2)c2ccccc12 (stereo unspecified)	0.0	4.8	-0.7	3.6	-4.0	1.9	8.3	-16.9	13.4	1.7	2.5
CCN1CCc2c(OCC(=O)N3CCC(C)CC3)cccc2C1=O	2.3	-9.8	2.8	-9.6	-5.6	2.5	11.7	25.8	8.7	1.2	6.0
CCC(NC(=O)NCc1ccccc1)(C(F)(F)F)C(F)(F)F	4.3	-12.2	-1.2	-4.5	5.5	-1.1	9.8	6.8	-18.8	-10.3	-1.2
NCCCC[C@H]1CNC(=O)C(=O)N1CC1CCCCC1	-1.0	2.3	-16.9	-2.7	2.8	-4.7	-17.9	-2.6	-7.4	-11.4	-0.3
Clc1ccc2c(c1)C1=C(C(c3ccncc3)O2)C(c2ccc(Br)cc2)n2ncnc2N1 (stereo unspecified)	-1.2	-6.8	14.6	-2.8	15.9	-2.2	24.4	16.4	-6.7	37.1	-8.3
Cc1nn(-c2ccc(Cl)cn2)c2c1C(=O)CC(C)(C)C2Br (stereo unspecified)	0.3	6.2	6.7	0.0	6.2	-0.7	-22.8	-47.3	6.0	-0.3	-5.2
Cc1ccc(S(=O)(=O)CCC(=O)NCCc2ccc(Cl)cc2)cc1	-0.5	8.6	-16.8	0.1	-1.0	-0.2	8.2	3.0	19.6	-3.4	3.7
O=C(Nc1cccc2ncccc12)c1cc(Br)ccc1Cl	-1.0	9.6	0.3	0.2	4.2	3.8	0.3	4.9	9.2	5.2	-3.6
Cc1cc2ccccc2cc1C(=O)c1ccccc1	2.5	-5.2	4.1	0.5	5.2	-1.7	-5.7	-7.7	3.0	-0.7	-2.4
COc1ccc(-c2oc(=O)c3cc(OC)c(OC)cc3c2C#CCCO)cc1	0.0	-5.2	-48.4	-8.8	4.2	1.9	-1.8	-15.7	44.3	-12.6	0.3
CCOc1nc(C)ccc1-c1noc(-c2ccco2)n1	-0.6	-11.4	-3.5	-2.4	7.5	-4.1	-20.0	-32.8	-31.6	1.1	2.4
Cc1ccc2nc3c(c(N)c2c1)CCN3C	-1.3	-4.5	-5.5	0.3	-1.0	-4.3	-6.0	10.9	-7.2	-0.6	4.9
CCOC(=O)C1=C(C)NC(C)=C(C(=O)OCC)C1C(=O)OCC(=O)c1ccc2c(c1)OCCO2	-1.8	-2.0	5.6	-6.4	2.4	-7.3	-5.1	-4.1	-23.3	0.0	2.6
COc1cccc(C(NC(C)=O)c2nc(-c3cccc(F)c3)cs2)c1 (stereo unspecified)	-0.4	-5.9	12.6	-12.3	1.0	-2.8	-17.0	-8.6	-15.7	.	.
O=c1[nH]c2cc(Br)cnc2nc1/C=C(\O)c1ccc(F)cc1	3.9	-7.6	6.6	7.9	-1.6	1.0	8.6	6.7	-13.1	-1.1	-7.5
NC(=O)c1c(NC(=O)c2cccnc2Cl)sc2c1CCCC2	-1.0	2.2	10.5	-7.0	5.1	-2.1	12.1	-0.4	26.8	0.6	2.5
Cc1c(C)n(C)c2ccc(C(=O)NCCCN3CCN(c4ccccc4F)CC3)cc12	-1.4	-17.1	-2.0	-7.2	16.6	7.0	-4.4	5.7	3.1	1.3	0.2
COc1ccc(CNCc2cccc(C)c2)cc1	0.5	-7.1	0.5	11.8	-3.9	-5.3	-4.0	22.2	6.0	3.3	-13.2
O=C1CCC/C=C\C[C@@H](CC(=O)N(CCO)Cc2ccccc2)C(=O)NCCO1	-1.5	-26.9	-14.9	-6.6	3.7	-3.2	-3.2	-21.2	8.3	2.4	-0.7

Continuation:
SMILES	MC4R ag barr	SRC1 inh	NR2F2 inh	NOD2-RIPK2 inh	MC4R antagonist	ABHD5 PLIN5 PPI	NCOA3 inh	NCOA2 inhibitor	LRH-1 inv ag	LMP1 NFkB inh	TLR9-MyD88 block
Cc1cccc(C)c1NS(=O)(=O)c1c(C)[nH]c(=O)[nH]c1=O	-0.8	-2.5	-17.0	6.8	2.9	0.8	-2.3	-18.7	-2.2	-5.9	0.7
CCNC(=O)NC(=O)COC(=O)c1cccc(NS(=O)(=O)/C=C/c2ccccc2)c1	0.0	1.1	-10.2	-9.5	15.3	-4.3	15.8	9.4	-7.3	3.7	2.5
CC(=O)Nc1ccc2[nH]ccc2c1	0.3	-5.4	-5.5	4.5	4.9	5.4	3.3	-2.0	-17.2	-15.9	7.5
COC(=O)c1sc(N)nc1CCNC(=O)OC(C)(C)C	.	.	6.9	-27.3	.	8.0	.	13.2	-23.1	.	.
CS(=O)(=O)Cc1nc2ccccc2oc1=O	-1.4	-27.7	4.9	-3.0	10.0	-0.7	-13.5	4.3	12.8	1.7	-4.7
CCCCN1C(=O)CC(Sc2ncccc2C(=O)O)C1=O (stereo unspecified)	-1.2	-7.2	3.8	-0.2	-6.7	-4.1	4.8	-17.2	0.5	4.2	4.0
Cc1cccc(Nc2ncnc(N)c2[N+](=O)[O-])n1	-1.6	7.2	9.9	0.1	-7.1	-2.8	37.3	-2.7	5.6	5.8	5.3
O=C(COc1cc(F)ccc1[N+](=O)[O-])NCC1CCCO1 (stereo unspecified)	-0.7	7.3	6.8	-4.5	13.6	4.0	4.9	11.0	2.1	1.8	-9.0
Cc1n[nH]c(=O)nc1N/N=C/c1ccco1	0.0	-90.6	-5.8	-0.5	-0.1	-0.7	-50.1	-42.5	-72.1	0.2	-8.2
CC(C)c1ccc(S(=O)(=O)N2CCN(C(=O)c3cc(-c4ccccc4)n[nH]3)CC2)cc1	4.5	-2.3	-2.2	-6.7	3.7	-6.6	6.0	-37.6	3.8	-13.2	-7.4
Cc1[nH]c2c(C)cccc2c1CC(=O)O	-3.8	-2.5	6.7	14.6	-4.2	-1.5	10.0	-0.3	4.7	-0.8	7.8
CN(C)C(=O)c1ccc2c(c1)C1C3CCC(C3)C1C(c1ccccc1)N2 (stereo unspecified)	-3.1	17.5	-8.7	10.8	-2.3	-3.4	5.8	-3.8	-7.7	-0.6	0.9
N#Cc1ccc(-c2ccc(OCC(=O)NCCc3ccccc3)cc2)cc1	9.1*	-3.7	5.3	3.1	1.7	-0.2	13.9	3.3	-4.8	4.3	9.1
CCCCn1nc(C(=O)N(CC)CC(=O)Nc2c(F)cccc2F)c2ccccc2c1=O	-1.4	0.8	-0.3	-6.5	2.7	-2.8	3.0	12.2	20.7	3.1	-9.2
Cc1cccc(N2CCN(C(=S)c3ccccc3)CC2)c1	-1.6	0.7	-10.2	-10.5	-0.8	-6.3	5.2	-8.9	14.2	6.5	5.5
COc1ccc(NC(=O)C(CC(=O)O)C(C)c2ccccc2)cc1 (stereo unspecified)	-1.2	-16.2	1.6	-2.2	0.4	3.1	16.7	-8.7	-2.4	-1.5	-4.9
Clc1ccccc1N=Nc1ccccn1	1.8	-59.0	-12.6	-6.4	-3.0	-28.2	-61.3	-61.9	-39.0	-7.0	-13.2
CCc1ccc(NC(=O)CSCc2nc(N)nc(Nc3ccccc3CC)n2)cc1	1.2	-0.7	-0.4	-2.7	4.5	4.1	14.0	-9.5	-2.0	-1.2	2.0
Cc1cc(C)cc(OCCNC(=O)c2cc(S(=O)(=O)N3CCOCC3)ccc2F)c1	1.5	14.6	7.0	-0.8	-3.7	8.0	6.8	-5.7	12.0	-0.2	0.4
Clc1ccc2c(NCCNC3CCCCC3)ccnc2c1	-2.8	-3.6	-3.0	16.2	4.3	-3.6	-7.4	-3.9	16.5	1.8	12.1

4 compounds drawn at random from those above:
SMILES	MC4R ag barr	SRC1 inh	NR2F2 inh	NOD2-RIPK2 inh	MC4R antagonist	ABHD5 PLIN5 PPI	NCOA3 inh	NCOA2 inhibitor	LRH-1 inv ag	LMP1 NFkB inh	TLR9-MyD88 block
CC(C)c1ccc(S(=O)(=O)N2CCN(C(=O)c3cc(-c4ccccc4)n[nH]3)CC2)cc1	4.5	-2.3	-2.2	-6.7	3.7	-6.6	6.0	-37.6	3.8	-13.2	-7.4
COC(=O)c1sc(N)nc1CCNC(=O)OC(C)(C)C	.	.	6.9	-27.3	.	8.0	.	13.2	-23.1	.	.
Cc1n[nH]c(=O)nc1N/N=C/c1ccco1	0.0	-90.6	-5.8	-0.5	-0.1	-0.7	-50.1	-42.5	-72.1	0.2	-8.2
Cc1cccc(C)c1NS(=O)(=O)c1c(C)[nH]c(=O)[nH]c1=O	-0.8	-2.5	-17.0	6.8	2.9	0.8	-2.3	-18.7	-2.2	-5.9	0.7

New compounds follow.
SMILES	MC4R ag barr	SRC1 inh	NR2F2 inh	NOD2-RIPK2 inh	MC4R antagonist	ABHD5 PLIN5 PPI	NCOA3 inh	NCOA2 inhibitor	LRH-1 inv ag	LMP1 NFkB inh	TLR9-MyD88 block
CCn1nnc2cc(C(=O)Nc3cc(S(C)(=O)=O)ccc3Cl)ccc21	-1.4	7.6	-11.8	-6.9	4.1	-0.9	-18.0	7.1	21.4	-11.6	-12.2
COc1ccc(NC(=O)NCc2cccnc2)cc1	-2.8	-19.8	-3.5	6.8	3.1	-6.4	-6.3	2.3	-1.5	-8.0	-1.3
Cc1cccc(NC(=S)NCC(C)CSc2ccc(Cl)cc2)c1 (stereo unspecified)	-0.7	0.2	19.6	4.8	-0.7	0.6	9.0	-5.5	-10.7	-3.0	-5.1
Cc1ccc(NC(=S)N2CCCCC2CO)cc1C (stereo unspecified)	-3.1	-26.6	-9.2	-7.1	5.7	-2.4	-21.5	-36.2	0.7	-2.5	-8.8
O=C(c1ccc(Br)o1)N(Cc1ccccc1)c1ccccn1	-2.5	-2.9	2.9	0.7	0.7	-2.0	17.6	-24.2	1.5	-1.4	-7.0
CCOc1ccc(C(=O)/C=C/Nc2ccc(S(=O)(=O)Nc3onc(C)c3C)cc2)cc1	-0.8	-73.5	-9.9	-15.3	2.5	3.4	-98.3	-66.3	-109.4	-15.7	-0.4
Cn1nnnc1SCC(=O)NC1CCCc2ccccc21 (stereo unspecified)	-1.8	-15.7	1.2	-7.1	0.8	4.7	10.2	11.5	10.6	3.3	-2.7
COc1ccc(OC)c(S(=O)(=O)NC(=O)C2(C)CCN2C(=O)c2ccco2)c1 (stereo unspecified)	-0.7	-3.1	-5.6	-1.0	6.4	2.9	-10.4	-7.3	-3.1	.	.
O=C(c1ccc([N+](=O)[O-])s1)N1CCc2ccccc2C1	0.3	-10.9	-14.3	-11.1	9.2	-0.5	-4.0	6.8	0.2	4.5	-6.9
N/C(=N\OC(=O)c1cccc(Cl)c1)c1ccccn1	-0.2	-78.2	17.9	-3.9	1.1	3.0	-39.8	2.5	-48.4	17.0	1.8

Not all compounds are listed; rates above refer to the full screens.
